# CCHF vOTU inh: CCHFV vOTU protease inhibitors, primary screen, biochemical, Pep-AMC substrate, fluorescence; inhibition, % at 11.5 µM; hit rate 0.55% among 370,000; in the data active = inhibition above about 30%; also: 0% = vehicle wells with enzyme and 100% = no enzyme wells
# Y pestis TopoI: Yersinia pestis topoisomerase I inhibitors, primary screen, biochemical, cleavage product accumulation, plate reader, single point; hit rate 0.064% among 360,000; activity, % at 10 µM; Y. pestis Topo-I cleavage product accumulation; DNA topoisomerase I (Yersinia pestis CO92); in the data active = activity above about 50%, passing the limit was not always enough; also: inactives centre near 2
# SSB-PriA inh: inhibitors of Klebsiella pneumoniae PriA binding to SSB C-terminal tail, primary screen, biochemical, AlphaScreen; PriA–SSB C-terminal tail interaction (Klebsiella pneumoniae); AlphaScreen SSBct-PriA binding, biotinylated peptide; inhibition, % at 33 µM; hit rate 0.6% among 430,000; AID 1272365, 2023; in the data active = inhibition mostly above about 37%, no sharp cut-off; inactive = mostly below about 20%;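 also: plate controls were negative control peptide for no effect and reference peptide for full effect; strong numbers were not always called active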
# PfHsp40 yeast: rescue of yeast from PfHsp40 toxicity, primary screen, S. cerevisiae, ATP luminescence. S. cerevisiae expressing PfHsp40, growth rescue. growth rescue, % at 12.5 µM. hit rate 0.68% among 340,000; in the data active = growth rescue above about 28%, passing the limit was not always enough;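 also: yeast W303a lacking pdr1 and pdr3 grown in galactose medium; growth measured after three days at 30 °C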
# 3CLpro inhibitor: SARS-CoV 3CLpro protease inhibitors, primary screen, biochemical, quenched FRET. recombinant SARS-CoV 3CLpro, quenched FRET peptide cleavage. inhibition, % at 6 µM. AID 1706, 2009. Replicase polyprotein 1ab (Severe acute respiratory syndrome coronavirus), P0C6X7. hit rate 0.14% among 290,000; in the data active = inhibition above about 12%
# TcdB GH inh: TcdB glycohydrolase inhibitors, primary screen, biochemical, single point, plate reader; Toxin B (Clostridioides difficile), P18177; TcdB glycohydrolase enzymatic assay; inhibition, % at 9.99 µM; hit rate 0.24% among 350,000; AID 652162, 2013; in the data active = inhibition above about 10%
# Target sequence (P18177 whole entry, looked up): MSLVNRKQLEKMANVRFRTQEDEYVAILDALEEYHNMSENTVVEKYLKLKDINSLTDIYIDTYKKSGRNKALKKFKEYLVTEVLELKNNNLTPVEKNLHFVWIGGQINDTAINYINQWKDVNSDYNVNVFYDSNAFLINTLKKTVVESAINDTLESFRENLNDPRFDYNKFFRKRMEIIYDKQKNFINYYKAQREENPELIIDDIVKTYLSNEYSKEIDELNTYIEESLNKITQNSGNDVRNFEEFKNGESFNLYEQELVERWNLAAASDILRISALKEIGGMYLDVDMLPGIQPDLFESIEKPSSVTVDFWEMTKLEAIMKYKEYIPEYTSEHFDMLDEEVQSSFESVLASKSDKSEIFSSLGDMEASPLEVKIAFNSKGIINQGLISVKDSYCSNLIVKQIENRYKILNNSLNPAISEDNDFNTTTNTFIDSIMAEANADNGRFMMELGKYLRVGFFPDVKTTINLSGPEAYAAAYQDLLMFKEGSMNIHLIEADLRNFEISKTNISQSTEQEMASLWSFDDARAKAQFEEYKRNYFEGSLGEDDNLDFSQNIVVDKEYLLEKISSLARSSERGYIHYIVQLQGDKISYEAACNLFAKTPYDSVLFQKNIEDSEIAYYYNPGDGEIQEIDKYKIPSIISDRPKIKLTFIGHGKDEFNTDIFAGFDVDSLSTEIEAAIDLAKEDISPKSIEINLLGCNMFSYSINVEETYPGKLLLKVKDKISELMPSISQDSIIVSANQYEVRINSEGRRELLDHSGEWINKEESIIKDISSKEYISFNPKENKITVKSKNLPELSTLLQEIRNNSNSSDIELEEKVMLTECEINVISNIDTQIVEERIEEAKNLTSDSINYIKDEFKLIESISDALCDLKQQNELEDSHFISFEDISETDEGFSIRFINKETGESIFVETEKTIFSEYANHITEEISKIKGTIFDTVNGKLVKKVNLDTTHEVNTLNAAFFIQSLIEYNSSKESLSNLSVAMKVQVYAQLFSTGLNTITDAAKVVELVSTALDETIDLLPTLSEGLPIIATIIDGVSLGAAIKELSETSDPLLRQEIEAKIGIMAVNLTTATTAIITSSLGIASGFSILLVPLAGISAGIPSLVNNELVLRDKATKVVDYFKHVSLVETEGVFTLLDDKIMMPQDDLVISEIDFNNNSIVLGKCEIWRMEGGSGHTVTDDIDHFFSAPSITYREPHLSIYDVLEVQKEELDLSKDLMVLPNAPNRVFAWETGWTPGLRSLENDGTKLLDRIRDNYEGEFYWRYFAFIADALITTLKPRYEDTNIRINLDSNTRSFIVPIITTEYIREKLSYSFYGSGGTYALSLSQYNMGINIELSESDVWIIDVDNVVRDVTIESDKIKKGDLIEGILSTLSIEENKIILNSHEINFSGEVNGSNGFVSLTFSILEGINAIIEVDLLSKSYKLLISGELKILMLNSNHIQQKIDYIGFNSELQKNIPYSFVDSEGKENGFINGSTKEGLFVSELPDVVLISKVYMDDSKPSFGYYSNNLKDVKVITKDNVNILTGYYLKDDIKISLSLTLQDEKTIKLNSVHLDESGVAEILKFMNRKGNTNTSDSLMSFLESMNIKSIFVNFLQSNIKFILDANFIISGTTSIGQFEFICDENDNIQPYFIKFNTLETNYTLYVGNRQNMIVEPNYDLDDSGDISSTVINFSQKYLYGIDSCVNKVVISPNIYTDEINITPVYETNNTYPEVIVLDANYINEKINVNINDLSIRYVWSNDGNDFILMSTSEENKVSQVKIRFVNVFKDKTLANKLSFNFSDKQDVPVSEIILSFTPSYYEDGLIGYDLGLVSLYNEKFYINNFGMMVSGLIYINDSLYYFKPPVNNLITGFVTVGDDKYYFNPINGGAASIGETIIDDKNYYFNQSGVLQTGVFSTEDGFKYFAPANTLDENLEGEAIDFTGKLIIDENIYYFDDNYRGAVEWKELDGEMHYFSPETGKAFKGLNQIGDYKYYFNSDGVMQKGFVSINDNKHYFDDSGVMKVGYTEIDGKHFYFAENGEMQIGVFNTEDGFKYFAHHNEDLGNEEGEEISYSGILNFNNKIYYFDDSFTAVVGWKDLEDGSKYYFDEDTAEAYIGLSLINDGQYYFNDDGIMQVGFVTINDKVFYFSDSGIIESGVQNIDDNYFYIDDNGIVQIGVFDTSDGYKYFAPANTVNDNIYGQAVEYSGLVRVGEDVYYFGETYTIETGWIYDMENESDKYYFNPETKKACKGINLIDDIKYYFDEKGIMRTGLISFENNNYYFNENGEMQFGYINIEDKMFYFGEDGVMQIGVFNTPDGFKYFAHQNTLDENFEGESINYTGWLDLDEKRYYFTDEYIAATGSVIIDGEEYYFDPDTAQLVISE
# Vc quorum ag: inducers of Vibrio cholerae quorum light production without autoinducers, primary screen, BH1578 luxS cqsA deficient, single point; V. cholerae BH1578 lux reporter, luminescence, 6 h; activation, % at 18.7 µM; hit rate 0.16% among 350,000; in the data active = activation mostly above about 9.7%, no sharp cut-off; also: not every result past the cut was called active; inactives centre near 0; reference of the scale not given here
# VHR inh abs: VHR1 phosphatase inhibitors, primary screen, biochemical, absorbance, uHTS; Dual specificity protein phosphatase 3 (Homo sapiens), P51452; recombinant VHR phosphatase, pNPP absorbance; inhibition, % at 13.3 µM; hit rate 0.52% among 290,000; AID 1654, 2009; in the data active = inhibition above about 50%; also: some compounds called inactive have numbers as strong as hits
# BoNT A protease: BoNT/A light chain protease inhibitors, primary screen, biochemical, flow cytometry, MLPCN library | multiplex microsphere protease substrate cleavage | inhibition, % at 10 µM | hit rate 0.17% among 360,000 | AID 588499, 2011; also: plate controls were buffer without enzyme for full effect and enzyme alone for no effect
# Anthrax LF prot: Bacillus anthracis LF protease inhibitors, primary screen, biochemical, multiplex microsphere, MLPCN library; hit rate 0.12% among 360,000; AID 588501, 2011; multiplex microsphere protease cleavage assay; inhibition, % at 10 µM; Lethal factor (Bacillus anthracis), P15917; also: plate controls were buffer without enzyme for full effect and enzyme alone for no effect
# Starred values were filed as active, the others as inactive; i = inactive; x = no result given; & = joins results of further samples. Rule as the data show it, unless noted: active = inhibition above about 30%; inconclusive = no clear call, values can overlap the other calls; inactive = below that.
# Results follow in this order: 3CLpro inhibitor	Vc quorum ag	Y pestis TopoI	Anthrax LF prot	VHR inh abs	BoNT A protease	TcdB GH inh	SSB-PriA inh	PfHsp40 yeast	CCHF vOTU inh
> C#CC1(O)CC(C)NCC1(C)CCC#N (stereo unspecified)
  -3	-1.1	-2	-3	14	-0.5	x	-6	0.1	4
> Cc1ccccc1Oc1ccc(NC(=O)C2CC=CCC2C(=O)O)cc1 (stereo unspecified)
  3	-0.2	6	0	30	-0.2	-0.5	-10	-0.1	1
> CCc1nc2ccccc2n1CCC(=O)O
  -1	-1.6	4	-4	13	-0.4	-0.1	-13&-11	0.0	-1
> COc1ncc(-c2ccc(N3C(c4ccc([N+](=O)[O-])cc4)=Cc4ccccc4C3CC(C)=O)cc2)cn1 (stereo unspecified)
  x	x	x	10	x	16	-0.3	x	x	9
> Cc1c(N2C(=O)CSC2c2ccccc2)c(=O)n(-c2ccccc2)n1C (stereo unspecified)
  -4	-0.4	0	-5	5	-0.3	-0.6&-1.0	0	-1.4	-5
> CCC1CCCCN1CCCNC(=O)c1cn(CC)c2ccc(S(=O)(=O)N3CCc4ccccc4C3)cc2c1=O (stereo unspecified)
  -3	-0.9	23	3	25	-0.6	0.2	-6	-0.3	-8
> O=C(COC(=O)Cc1n[nH]c(=O)c2ccccc12)Nc1ccc(Cl)cn1
  x	-0.1	1	4	x	-1.2	-0.9	2	2.1	3
> O=C(NC1(C(F)(F)F)NC(=O)N(C2CCCCC2)C1=O)c1cccs1 (stereo unspecified)
  -2	i	-2	2	-10	0.0	x	-5	0.8	-7
> CCN(CC)S(=O)(=O)c1ccc(N2CCCC2)c(NC(=O)CN2C(=O)NC3(CCCC3)C2=O)c1
  x	-6.2	9	x	x	x	1.3	-3	-1.3	2
> O=C(Cc1cccs1)Nc1ccc(C(=O)O)cc1
  -2	0.3	-2	-1	-10	-0.1	x	-12	-0.7	5
> Cc1ccnc(NC(=O)Cc2ccc(F)cc2)n1
  8	i	-5	2	15	-0.3	0.9	7	-0.9	15
> COC(=O)COc1cccc2c(=O)n(CC(=O)Nc3ccc4c(c3)OCCO4)ccc12
  1	0.0	-8	-2	7	-0.5	0.6	1	0.3	-5
> Cc1c(N=Cc2c(O)n(C3CCCCC3)c(=O)[nH]c2=O)c(=O)n(-c2ccccc2)n1C
  0	i	-6	-3	45	-0.2	x	-6	-0.7	-3
> CCOc1ccc(NC(=O)CCS(=O)(=O)c2cccc3nsnc23)cc1
  -6	3.8	7	3	-6	2.3	x	-12	0.3	-18
> CCc1ccc(C2C(C#N)=C(N)OC3=C2C(=O)CCC3)s1 (stereo unspecified)
  -4	-0.2	1	-1	14	-1.1	-0.2	-7	-0.1	0
> CCOc1ccc(-c2nnc3ccc(SCC(=O)Nc4nc5ccccc5s4)nn23)cc1
  -3	-0.3	12	1	-2	0.4	0.5	-12	0.4	-5
> O=C(Nc1ccc(O)cc1)c1ccc(NC(=O)c2cccs2)cc1
  7	-0.5	-15	1	31	-1.2	1.3	11	-0.3	2
> FC(F)(F)c1cnc(COc2ccc(Cl)cc2Cl)c(Cl)c1
  2	-0.9	-2	-12	-8	-0.2	0.5	-68	0.8	20
> O=C(c1ccc(Cl)c([N+](=O)[O-])c1)N1CCN(C(=O)c2ccco2)CC1
  4	0.6	2	-8	-2	-0.4	0.5	-9	-2.2	8
> COc1ncnc2c1ncn2CCCN1CCN(Cc2ccc(C)cc2)CC1
  x	-0.4	9	1	x	-0.4	-0.1	x	x	0
> O=C(O)COc1ccc(Br)cc1/C=N/O
  -2	i	-4	-2	23	-0.4	x	x	0.1	-13
> COc1ccc(/C=C(\C#N)C(=O)OCC(=O)NC(=O)NCCC(C)C)cc1
  2	3.7	-10	0	14	-1.2	0.3	-10	-0.6	10
> O=C(OCc1nc2scc(-c3ccccc3)c2c(=O)[nH]1)c1cccc([N+](=O)[O-])c1
  -1	i	13	-3	-4	-0.1	x	-14	2.6	12
> O=C(CC(Cc1ccccc1)c1ccco1)NC1CCCCC1 (stereo unspecified)
  7	i	-6	4	10	-0.5	x	-5	1.1	-1
> COc1cc(C2C(C(C)=O)=C(O)C(=O)N2CCc2ccc(OC)c(OC)c2)ccc1O (stereo unspecified)
  5	-1.1	-4	4	-1	0.7	x	-7	0.1	0
> COc1ccc(C2/C=C\CN(S(=O)(=O)c3cccc4cccnc34)CC(=O)N2Cc2ccc(F)cc2)cc1 (stereo unspecified)
  x	-0.3	6	10	3	0.5	0.6	-7	0.7	-7
> CC(C)C[C@@H](CNCC(=O)[C@H](C)NC(=O)c1[nH]cnc1C(=O)N[C@@H](C)CN)NC(=O)c1nc[nH]c1C(=O)N[C@@H](Cc1ccccc1)C(=O)O
  x	-0.4	17	0	x	-0.1	1.2	-3	8.4	1
> CC(O)[C@H]1CNCCN1CCc1cccc2ccccc12 (stereo partly specified)
  x	-8.3	2	0	x	-0.7	-0.2	-8	0.0	-3
> COc1cc([N+](=O)[O-])cc2sc(NC(=O)c3c(F)cccc3F)nc12
  0	-0.6	4	1	-22	-0.5	-0.2	-10	-1.0	-8
> COC(=O)CC1SC(=O)NC1=O (stereo unspecified)
  1	-0.8	1	2	0	-0.9	x	-9	0.0	3
> CCOc1ccc(-n2c(C)c3c(C)nnc(C)c3c2C)cc1
  x	-0.1	9	-7	x	0.9	-2.4	x	x	7
> CC(/C=C(\C)Nc1ccccc1)=Nc1ccccc1
  1	-0.2	1	-4	-6	-1.0	1.0	-2	0.1	9
> CN(Cc1ccccc1)C(=O)COC(=O)C1CCN(S(=O)(=O)c2ccc(Cl)c(C(F)(F)F)c2)CC1
  x	-0.4	5	-10	x	-32	3.6	-4	0.0	16
> Cc1cc(C)cc(CC(=O)N2CCC2(C)C(=O)NS(=O)(=O)Cc2ccccc2)c1 (stereo unspecified)
  x	0.7	1	1	x	-0.6	-3.2	x	x	15
> CSc1ccc(C(=O)C2CCCN(C(=O)CCc3cnn(C)c3)C2)cc1 (stereo unspecified)
  -2	-0.1	21	5	50*	0.5	1.7	2	0.1	4
> CC(=O)N1N=C(c2ccc3ccccc3c2)OC1(C)C
  5	-0.2	5	-5	-16	-1.0	x	-17	1.3	-45
> Cc1nnc(SCC(=O)N2CCN(c3ccccc3F)CC2)n1C1CC1
  x	i	4	1	x	4.1	1.4	-5	-0.5	0
> COc1cc(C(=O)O)cc(NC(=O)c2cccs2)c1OC
  -7	i	4	1	2	0.0	x	-14	-0.5	-1
> COC(=O)c1ccc2c(=O)n(Cc3ccc(C(=O)NCCCN4CCOCC4)cc3)c(=S)[nH]c2c1
  1	-0.2	6	0	8	-2.6	0.9	-1	-0.8	3
> CN=c1sc2ccccc2n1CC(O)c1ccccc1 (stereo unspecified)
  4	i	-4	-5	6	1.0	1.6	-5	0.0	-12
> CC1(C(=O)NS(=O)(=O)C2CC2)CCCN(C(=O)Cc2ccc3ccccc3c2)C1 (stereo unspecified)
  x	-0.4	6	5	x	-0.2	-1.1	x	x	0
> CCc1cc2cc(C)cc(C)c2nc1SCC(=O)N1CCCC1
  6	-0.4	-4	-6	4	0.4	x	-12	-1.3	16
> CC(C)OCC(O)CCc1n[nH]c(=S)n1-c1ccccc1 (stereo unspecified)
  2	-0.6	-8	-1	-5	-0.9	x	-10	-0.7	-16
> COc1ccc(S(=O)(=O)N2CCOCC2)c(C)c1C
  -1	-0.6	5	-7	-4	-4.3	0.8	-14	1.9	-6
> Clc1ccccc1Cn1nnc(-c2cccs2)n1
  -1	5.6	18	-2	0	-0.1	x	-10	0.5	10
> O=C(N/N=C/c1cccc(O)c1)c1cc(-c2ccccc2)nc2ccccc12
  6	-2.0	-10	-7	42	-1.6	1.2	x	-0.5	-1
> Cc1ccc(Oc2ccc3c(c2)C(=O)N(c2cccc4cccnc24)C3=O)cc1
  0	7.1	20	-2	20	-0.6	x	1	-1.6	12
> Fc1ccc(/C=N/n2cnn(Cc3ccccc3Cl)c2=S)cc1
  3	0.0	9	-2	13	-0.9	1.9	x	0.2	-9
> CCOc1ccc(NS(=O)(=O)c2ccc(NS(=O)(=O)c3cccs3)cc2)cc1
  7	-0.2	6	-3	5	-2.4	1.9	5	2.0	1
> CCc1nnc(NC(=O)CSc2nnc(C)n2Cc2ccccc2)s1
  0	0.9	12	-8	5	-1.2	1.4	-3	-0.7	-13
> O=C1CC(c2ccccc2)CC(=O)N1c1ccc(C(F)(F)F)cc1
  x	-0.4	3	4	x	-0.7	8.9	-7	-0.5	14
> CCN(CC(=O)Nc1ccccc1OC)C(=O)CSCC(=O)Nc1ccc(OC)cc1
  x	2.8	-3	-1	x	-1.3	1.1	2	0.8	-7
> CN(C)CCN(Cc1ccco1)C(=O)c1oc2ccccc2c1NC(=O)COc1ccccc1
  -2	-0.5	17	-1	4	-2.0	2.2	7	-0.2	3
> CSC1=NCCN1C(=O)c1ccc(S(=O)(=O)N2CCOCC2)cc1
  -3	-0.4	-4	-4	0	-0.1	1.0	-3	-1.3	-7
> O=C(CN1C(=O)NC2(CCCC2)C1=O)N1CCN(S(=O)(=O)c2cc(Cl)ccc2Cl)CC1
  x	i	6	5	x	-0.3	1.2	-7	-0.2	-5
> CNC(=O)CSc1nc2cc(S(=O)(=O)Nc3ccc(OC)cc3)ccc2o1
  -1	i	-6	-2	39	1.6	0.1	-8	-0.6	-6

# Filtered by structure: the entries above with a thiophene ring, fused or not
# Results follow in this order: 3CLpro inhibitor	Vc quorum ag	Y pestis TopoI	Anthrax LF prot	VHR inh abs	BoNT A protease	TcdB GH inh	SSB-PriA inh	PfHsp40 yeast	CCHF vOTU inh
> O=C(NC1(C(F)(F)F)NC(=O)N(C2CCCCC2)C1=O)c1cccs1 (stereo unspecified)
  -2	i	-2	2	-10	0.0	x	-5	0.8	-7
> O=C(Cc1cccs1)Nc1ccc(C(=O)O)cc1
  -2	0.3	-2	-1	-10	-0.1	x	-12	-0.7	5
> CCc1ccc(C2C(C#N)=C(N)OC3=C2C(=O)CCC3)s1 (stereo unspecified)
  -4	-0.2	1	-1	14	-1.1	-0.2	-7	-0.1	0
> O=C(Nc1ccc(O)cc1)c1ccc(NC(=O)c2cccs2)cc1
  7	-0.5	-15	1	31	-1.2	1.3	11	-0.3	2
> O=C(OCc1nc2scc(-c3ccccc3)c2c(=O)[nH]1)c1cccc([N+](=O)[O-])c1
  -1	i	13	-3	-4	-0.1	x	-14	2.6	12
> COc1cc(C(=O)O)cc(NC(=O)c2cccs2)c1OC
  -7	i	4	1	2	0.0	x	-14	-0.5	-1
> Clc1ccccc1Cn1nnc(-c2cccs2)n1
  -1	5.6	18	-2	0	-0.1	x	-10	0.5	10
> CCOc1ccc(NS(=O)(=O)c2ccc(NS(=O)(=O)c3cccs3)cc2)cc1
  7	-0.2	6	-3	5	-2.4	1.9	5	2.0	1

# Bioassay records deposited in PubChem BioAssay by several laboratories.

# A portion of the library; rates above refer to the full screens.
